BoNT A protease: BoNT/A light chain protease inhibitors, primary screen, biochemical, flow cytometry, MLPCN library | inhibition, % at 10 µM | 360,000 tested, 0.17% active | Botulinum neurotoxin type A light chain protease (Clostridium botulinum A str. ATCC 3502) | multiplex microsphere protease substrate cleavage; also: plate controls were buffer without enzyme for full effect and enzyme alone for no effect
FadD28 FP inh: inhibitors of FadD28 bisubstrate probe binding, primary screen, biochemical, fluorescence polarization, single point; 360,000 tested, 0.22% active; AID 588549, 2011; inhibition, % at 12.5 µM; in the data active = inhibition above about 8.5%, passing the limit was not always enough; inconclusive = no clear call, values can overlap the other calls
Anthrax LF prot: Bacillus anthracis LF protease inhibitors, primary screen, biochemical, multiplex microsphere, MLPCN library; Lethal factor (Bacillus anthracis), P15917; multiplex microsphere protease cleavage assay; inhibition, % at 10 µM; 360,000 tested, 0.12% active; also: plate controls were buffer without enzyme for full effect and enzyme alone for no effect
Target sequence (P15917 whole entry, looked up): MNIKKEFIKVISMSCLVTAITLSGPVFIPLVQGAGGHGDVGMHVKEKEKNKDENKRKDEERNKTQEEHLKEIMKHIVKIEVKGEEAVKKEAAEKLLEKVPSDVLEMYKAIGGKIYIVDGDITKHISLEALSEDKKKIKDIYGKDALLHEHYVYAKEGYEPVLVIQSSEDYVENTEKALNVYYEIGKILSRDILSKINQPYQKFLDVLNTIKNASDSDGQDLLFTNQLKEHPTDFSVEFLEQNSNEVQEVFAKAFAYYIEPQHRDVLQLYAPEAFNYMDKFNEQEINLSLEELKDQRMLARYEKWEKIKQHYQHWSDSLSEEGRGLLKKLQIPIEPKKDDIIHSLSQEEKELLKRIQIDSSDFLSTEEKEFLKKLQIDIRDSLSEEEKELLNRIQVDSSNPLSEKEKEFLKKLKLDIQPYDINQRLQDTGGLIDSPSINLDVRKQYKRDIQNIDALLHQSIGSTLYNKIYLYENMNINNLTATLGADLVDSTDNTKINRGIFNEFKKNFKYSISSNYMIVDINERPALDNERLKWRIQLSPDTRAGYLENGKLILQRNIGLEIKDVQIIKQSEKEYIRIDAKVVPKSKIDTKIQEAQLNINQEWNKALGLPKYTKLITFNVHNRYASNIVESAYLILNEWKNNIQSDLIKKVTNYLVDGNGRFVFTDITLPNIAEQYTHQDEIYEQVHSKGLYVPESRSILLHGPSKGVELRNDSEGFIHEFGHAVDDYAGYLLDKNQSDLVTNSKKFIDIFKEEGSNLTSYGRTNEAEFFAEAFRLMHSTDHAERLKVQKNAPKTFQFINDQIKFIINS
PfHsp40 yeast: rescue of yeast from PfHsp40 toxicity, primary screen, S. cerevisiae, ATP luminescence | S. cerevisiae expressing PfHsp40, growth rescue | growth rescue, % at 12.5 µM | 340,000 tested, 0.68% active | AID 504582, 2011; in the data active = growth rescue above about 28%, passing the limit was not always enough; inconclusive = no clear call, values can overlap the other calls;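 also: yeast W303a lacking pdr1 and pdr3 grown in galactose medium; growth measured after three days at 30 °C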
PrPC TRFRET: inhibitors of human cell surface prion protein PrPC, primary screen, cell-based, TR-FRET | TR-FRET read-out | inhibition, % at 13.8 µM | 370,000 tested, 0.43% active; in the data active = inhibition above about 24%; also: 0% = median of the test wells and 100% = reference compound wells
BoNT F protease: BoNT/F light chain protease inhibitors, primary screen, biochemical, flow cytometry, MLPCN library; Multiplex microsphere protease cleavage assay; inhibition, % at 10 µM; 360,000 tested, 0.22% active; AID 588497, 2011; in the data active = inhibition above about 35%, passing the limit was not always enough; inconclusive = no clear call, values can overlap the other calls; also: plate controls were buffer without enzyme for full effect and enzyme alone for no effect
Yp Topo-I inh: Yersinia pestis topoisomerase I inhibitors, primary screen, biochemical, cleavage product accumulation, plate reader, single point | DNA topoisomerase I (Yersinia pestis CO92) | Y. pestis Topo-I cleavage product accumulation | activity, % at 10 µM | 360,000 tested, 0.064% active; in the data active = activity above about 50%, passing the limit was not always enough; inconclusive = no clear call, values can overlap the other calls; also: inactives centre near 2
TcdB inh: TcdB glycohydrolase inhibitors, primary screen, biochemical, single point, plate reader; Toxin B (Clostridioides difficile), P18177; TcdB glycohydrolase enzymatic assay; inhibition, % at 9.99 µM; 350,000 tested, 0.24% active; AID 652162, 2013; in the data active = inhibition above about 10%
CCHF vOTU inh: CCHFV vOTU protease inhibitors, primary screen, biochemical, Pep-AMC substrate, fluorescence. Crimean-Congo hemorrhagic fever virus L polyprotein viral ovarian tumor (vOTU) protease …. inhibition, % at 11.5 µM. 370,000 tested, 0.55% active; in the data active = inhibition above about 30%; also: 0% = vehicle wells with enzyme and 100% = no enzyme wells
Numbers without * were called inactive; & = joins results of further samples. Rule as the data show it, unless noted: active = inhibition above about 30%; inconclusive = no clear call, values can overlap the other calls; inactive = below that.

Results for O=C1c2ccccc2C(=O)N1CCN1CCOCC1 ?
BoNT A protease: -0.1; FadD28 FP inh: 0.4; Anthrax LF prot: -0.2; PfHsp40 yeast: 0.5; PrPC TRFRET: 0.2; BoNT F protease: -1.3; Yp Topo-I inh: 2.5; TcdB inh: -3.3; CCHF vOTU inh: 3.8

What do the screens show for `O=C(Nc1nccs1)c1ccc(CSc2ccccc2)o1`?
BoNT A protease: -1.7; FadD28 FP inh: -1.7; Anthrax LF prot: -0.6; PfHsp40 yeast: -1.3; PrPC TRFRET: 14.6; BoNT F protease: -14.6; Yp Topo-I inh: -3.9; TcdB inh: 0.9; CCHF vOTU inh: -6.7

What do the screens show for `O=C(CCN1C(=O)NC2(CCCC2)C1=O)Nc1ccc(Sc2ccc(Br)cc2)cc1`?
BoNT A protease: -0.2; FadD28 FP inh: -2.9; Anthrax LF prot: -1.5; PrPC TRFRET: 1.2; BoNT F protease: 7.0; Yp Topo-I inh: 20.3; TcdB inh: 1.6; CCHF vOTU inh: 4.5

How did O=C(NCC1CCCO1)C1CCCN1C(=O)Nc1ccc(Cl)c(Cl)c1 (stereo not given) do in these assays?
BoNT A protease: -0.4; FadD28 FP inh: -3.8; Anthrax LF prot: -3.3; PfHsp40 yeast: -1.7; PrPC TRFRET: -0.8; BoNT F protease: 1.6; Yp Topo-I inh: -12.9; TcdB inh: -0.7; CCHF vOTU inh: -4.8

Results for O=c1c2ccccc2ncn1-c1ccc(Cl)cc1 ?
BoNT A protease: inconclusive; FadD28 FP inh: -3.6&-1.5; Anthrax LF prot: -1.4&12.8; PfHsp40 yeast: -1.4; PrPC TRFRET: -11.4&-4.3; BoNT F protease: inconclusive; Yp Topo-I inh: -1.9&5.0; TcdB inh: 0.0&1.1; CCHF vOTU inh: -10.5&4.4

Results for O=C(COc1ccc(S(=O)(=O)N2CCOCC2)cc1)Nc1cccc([N+](=O)[O-])c1 ?
BoNT A protease: -1.1; FadD28 FP inh: -1.6; Anthrax LF prot: -1.7; PfHsp40 yeast: 3.7; PrPC TRFRET: -19.0; BoNT F protease: -0.8; Yp Topo-I inh: 0.5; TcdB inh: 0.8; CCHF vOTU inh: 4.9

Results for COc1cc(OC)c(NC(=O)CS(=O)(=O)Cc2nc(-c3ccc(C)cc3)oc2C)cc1Cl ?
BoNT A protease: 0.0; FadD28 FP inh: -4.3; Anthrax LF prot: -7.2; PfHsp40 yeast: 1.3; PrPC TRFRET: -9.3; BoNT F protease: -6.8; Yp Topo-I inh: 24.7; TcdB inh: 4.9; CCHF vOTU inh: 1.5

How did Cc1cccc(OCC(=O)NCCCNC(=O)c2ccncc2)c1 do in these assays?
BoNT A protease: 2.7; FadD28 FP inh: -3.8; Anthrax LF prot: 0.1; PfHsp40 yeast: 0.5; PrPC TRFRET: 0.6; BoNT F protease: -2.7; Yp Topo-I inh: 1.4; TcdB inh: 0.4; CCHF vOTU inh: -14.9

What do the screens show for `O=C(O)Cc1ccc(N=Nc2c(O)c(C(=O)O)cc3ccccc23)cc1`?
BoNT A protease: 0.4; FadD28 FP inh: 13.6*; Anthrax LF prot: -12.2; PfHsp40 yeast: -1.2; PrPC TRFRET: -27.3; BoNT F protease: -1.7; Yp Topo-I inh: -5.3; TcdB inh: -0.6; CCHF vOTU inh: 6.5

Results for COc1ccc(OCCN(C)Cc2ccccc2)cc1 ?
BoNT A protease: -1.2; FadD28 FP inh: -3.7; Anthrax LF prot: -12.3; PfHsp40 yeast: 1.1; PrPC TRFRET: -3.7; BoNT F protease: -5.1; Yp Topo-I inh: 1.5; CCHF vOTU inh: -14.5

How did O=C1NCC(Nc2ccc(Cl)cc2)C(=O)N1 (stereo not given) do in these assays?
BoNT A protease: 0.0; FadD28 FP inh: -2.4; Anthrax LF prot: -5.6; PfHsp40 yeast: -0.9; PrPC TRFRET: 3.3; BoNT F protease: -2.6; Yp Topo-I inh: -1.6; TcdB inh: 0.3; CCHF vOTU inh: -1.3

How did Cc1ccc(NC(=O)COC(=O)CN2CCSC2=O)cc1Cl do in these assays?
BoNT A protease: -0.3; FadD28 FP inh: -1.4; Anthrax LF prot: -3.3; PrPC TRFRET: -4.8; BoNT F protease: -11.3; Yp Topo-I inh: 1.4; TcdB inh: 0.2; CCHF vOTU inh: 0.9

What do the screens show for `COc1ccc2c(c1)[C@H]1[C@H](CO2)[C@H](c2ccccc2)[C@]2(C)C(=O)Nc3cc(OC)c(OC)cc3C(=O)N12`?
BoNT A protease: -0.1; FadD28 FP inh: -1.2; Anthrax LF prot: -0.1; PfHsp40 yeast: 1.7; PrPC TRFRET: 1.7; BoNT F protease: -4.6; Yp Topo-I inh: 7.3; TcdB inh: 1.2; CCHF vOTU inh: -10.7

How did COc1cc(NC(=S)Nc2ccccn2)cc(OC)c1OC do in these assays?
BoNT A protease: -0.7; FadD28 FP inh: -1.6; Anthrax LF prot: 0.4; PfHsp40 yeast: 1.3; PrPC TRFRET: 4.4; BoNT F protease: -4.6; Yp Topo-I inh: -5.3; TcdB inh: 0.9; CCHF vOTU inh: 4.0

How did O=S1(=O)N=C(N/N=C/C=C/c2ccccc2)c2ccccc21 do in these assays?
BoNT A protease: -2.2; FadD28 FP inh: 0.1; Anthrax LF prot: 0.6; PfHsp40 yeast: 1.2; PrPC TRFRET: -2.9; BoNT F protease: -10.7; Yp Topo-I inh: -3.2; CCHF vOTU inh: 25.7

What do the screens show for `Cc1cccc(NC(=S)N(CCN(C)C)Cc2cc3cccc(C)c3[nH]c2=O)c1`?
BoNT A protease: -0.8; FadD28 FP inh: -4.6; Anthrax LF prot: 0.9; PfHsp40 yeast: -0.7; PrPC TRFRET: 2.9; BoNT F protease: -0.5; Yp Topo-I inh: 3.5; CCHF vOTU inh: -20.1

What do the screens show for `CC(C)NC(=O)CN(Cc1ccc(F)cc1)C(=O)CCC(=O)Nc1ccccn1`?
BoNT A protease: 2.1; FadD28 FP inh: -5.8; Anthrax LF prot: 5.5; PfHsp40 yeast: 10.4; PrPC TRFRET: -5.5; BoNT F protease: -1.8; Yp Topo-I inh: 4.1; TcdB inh: 0.4; CCHF vOTU inh: -15.8

How did COc1ccc(-c2cc(C(=O)O)sc2C)cc1 do in these assays?
BoNT A protease: -0.5; FadD28 FP inh: -13.2; Anthrax LF prot: -4.0; PfHsp40 yeast: -1.3; PrPC TRFRET: 11.8; BoNT F protease: -3.9; Yp Topo-I inh: 3.1; TcdB inh: 1.8; CCHF vOTU inh: 19.3

How did CNC(=O)N(O)C1N(/N=C/c2ccc(SC)cc2)C(=S)SC1(C)C (stereo not given) do in these assays?
BoNT A protease: 1.8; FadD28 FP inh: 0.1; Anthrax LF prot: 7.8; PfHsp40 yeast: 0.3; PrPC TRFRET: 9.5; BoNT F protease: 0.2; Yp Topo-I inh: 4.6; TcdB inh: 10.2*; CCHF vOTU inh: -8.9

What do the screens show for `CC1CC(C)(C)NC(C)c2ccccc21` (stereo not given)?
BoNT A protease: -1.0; FadD28 FP inh: -0.2; Anthrax LF prot: -5.3; PfHsp40 yeast: 3.8; PrPC TRFRET: 2.0; BoNT F protease: -19.5; Yp Topo-I inh: -0.3; CCHF vOTU inh: 0.8

Reprinted at random: 3 compounds from above, in no set order.
How did O=S1(=O)N=C(N/N=C/C=C/c2ccccc2)c2ccccc21 do in these assays?
BoNT A protease: -2.2; FadD28 FP inh: 0.1; Anthrax LF prot: 0.6; PfHsp40 yeast: 1.2; PrPC TRFRET: -2.9; BoNT F protease: -10.7; Yp Topo-I inh: -3.2; CCHF vOTU inh: 25.7

What do the screens show for `COc1ccc2c(c1)[C@H]1[C@H](CO2)[C@H](c2ccccc2)[C@]2(C)C(=O)Nc3cc(OC)c(OC)cc3C(=O)N12`?
BoNT A protease: -0.1; FadD28 FP inh: -1.2; Anthrax LF prot: -0.1; PfHsp40 yeast: 1.7; PrPC TRFRET: 1.7; BoNT F protease: -4.6; Yp Topo-I inh: 7.3; TcdB inh: 1.2; CCHF vOTU inh: -10.7

How did Cc1ccc(NC(=O)COC(=O)CN2CCSC2=O)cc1Cl do in these assays?
BoNT A protease: -0.3; FadD28 FP inh: -1.4; Anthrax LF prot: -3.3; PrPC TRFRET: -4.8; BoNT F protease: -11.3; Yp Topo-I inh: 1.4; TcdB inh: 0.2; CCHF vOTU inh: 0.9

(listing goes on)
How did O=C(Nc1nccc(-c2cccs2)n1)c1cccs1 do in these assays?
BoNT A protease: -0.1; FadD28 FP inh: -2.2; Anthrax LF prot: -2.7; PfHsp40 yeast: 0.2; PrPC TRFRET: -7.8; BoNT F protease: -4.2; Yp Topo-I inh: -6.3; CCHF vOTU inh: 8.6

What do the screens show for `O=C(Nc1nnc(Cc2ccc(Cl)cc2)s1)C1CCCO1` (stereo not given)?
BoNT A protease: -4.3; FadD28 FP inh: -2.8; Anthrax LF prot: -6.9; PfHsp40 yeast: 0.0; PrPC TRFRET: 3.2; BoNT F protease: -15.4; Yp Topo-I inh: 0.8; TcdB inh: 0.2; CCHF vOTU inh: -1.1

How did COc1ccc(NC(=O)CCNS(=O)(=O)c2ccc(C)c(C)c2)cc1OC do in these assays?
BoNT A protease: -7.4; FadD28 FP inh: -0.8; Anthrax LF prot: -0.9; PfHsp40 yeast: 0.3; PrPC TRFRET: 0.5; BoNT F protease: -23.1; Yp Topo-I inh: 10.2; TcdB inh: -0.4; CCHF vOTU inh: 6.7

How did CC1CCN(c2ccc3nnc(CCC(=O)Nc4ccc(F)c(F)c4)n3n2)CC1 do in these assays?
BoNT A protease: 0.3; FadD28 FP inh: -1.6; Anthrax LF prot: 2.7; PfHsp40 yeast: 0.8; PrPC TRFRET: 1.2; BoNT F protease: -0.8; Yp Topo-I inh: 35.3; TcdB inh: 6.1; CCHF vOTU inh: 2.6

How did CCOc1ccccc1N(CC(=O)NC(C)(C)C)C(=O)CCC(=O)Nc1nccs1 do in these assays?
BoNT A protease: 2.5; FadD28 FP inh: 1.7; Anthrax LF prot: -3.1; PfHsp40 yeast: -0.7; PrPC TRFRET: -9.4; BoNT F protease: 3.0; Yp Topo-I inh: -4.5; TcdB inh: -0.3; CCHF vOTU inh: -0.2

How did CCN(Cc1cc(=O)[nH]c2ccccc12)C(=O)C(C)C do in these assays?
BoNT A protease: 1.3; FadD28 FP inh: -16.6; Anthrax LF prot: -0.3; PfHsp40 yeast: 1.1; PrPC TRFRET: -0.3; BoNT F protease: 3.2; Yp Topo-I inh: -8.6; TcdB inh: 0.1; CCHF vOTU inh: 5.6

How did CCN(CC)S(=O)(=O)c1ccc(C(=O)NC(=S)N2CCCCC2C)cc1 (stereo not given) do in these assays?
BoNT A protease: -0.6; FadD28 FP inh: -3.0; Anthrax LF prot: -3.8; PrPC TRFRET: -4.0; BoNT F protease: 0.7; Yp Topo-I inh: 1.4; TcdB inh: 0.0; CCHF vOTU inh: 1.2

How did O=C(CSCc1ccc(Cl)cc1)NN=C1CCCCCC1 do in these assays?
BoNT A protease: 0.6; FadD28 FP inh: -6.1; Anthrax LF prot: 0.1; PfHsp40 yeast: -0.9; PrPC TRFRET: 4.3; BoNT F protease: 2.3; Yp Topo-I inh: 5.8; CCHF vOTU inh: 2.6

What do the screens show for `O=C(c1cc2ccccn2n1)N1CCC2(CC1)OCCO2`?
BoNT A protease: -0.1; FadD28 FP inh: -4.8; Anthrax LF prot: 0.2; PfHsp40 yeast: 0.3; PrPC TRFRET: -3.1; BoNT F protease: 1.2; Yp Topo-I inh: 13.9; CCHF vOTU inh: -7.0

Results for C/C(=N\NC(=O)C1CCCC1)c1ccc(Cl)cc1 ?
BoNT A protease: -2.0; FadD28 FP inh: -2.7; Anthrax LF prot: -2.1; PfHsp40 yeast: 0.5; PrPC TRFRET: -1.8; BoNT F protease: -1.4; Yp Topo-I inh: 12.2; TcdB inh: -1.6; CCHF vOTU inh: 13.4
